High-throughput results as filed in PubChem BioAssay.
FEN1 inhibitor – inhibitors of human flap endonuclease 1; P39748; Recombinant FEN1 flap cleavage, fluorescence, 15 min; Potency, µM (highest dose often 114 µM), without a hit: top-dose activity change, negative = inhibition, most hits filed as inhibitors; hit rate 0.35% among 390,000; AID 588795; further: nearly all actives have a fitted effect of over 65% in size
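In this screen, 50 nM flap DNA substrate was added to 10 nM FEN1 pretreated with compound for 15 min at room temperature; cleavage was followed with reads at 0 and 15 min, and Hill fitting gave concentration–response parameters.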
GCN5L2 inh – inhibitors of human GCN5L2 histone acetyltransferase | Q92830 | hit rate 0.21% among 390,000 | Potency, µM (highest dose often 58.9 µM), inactives show at the highest dose activity change, negative = inhibition, hits mostly inhibitors | GCN5L2 HAT assay, ThioGlo1 CoA-SH fluorescence
Target sequence (Q92830 whole entry, looked up): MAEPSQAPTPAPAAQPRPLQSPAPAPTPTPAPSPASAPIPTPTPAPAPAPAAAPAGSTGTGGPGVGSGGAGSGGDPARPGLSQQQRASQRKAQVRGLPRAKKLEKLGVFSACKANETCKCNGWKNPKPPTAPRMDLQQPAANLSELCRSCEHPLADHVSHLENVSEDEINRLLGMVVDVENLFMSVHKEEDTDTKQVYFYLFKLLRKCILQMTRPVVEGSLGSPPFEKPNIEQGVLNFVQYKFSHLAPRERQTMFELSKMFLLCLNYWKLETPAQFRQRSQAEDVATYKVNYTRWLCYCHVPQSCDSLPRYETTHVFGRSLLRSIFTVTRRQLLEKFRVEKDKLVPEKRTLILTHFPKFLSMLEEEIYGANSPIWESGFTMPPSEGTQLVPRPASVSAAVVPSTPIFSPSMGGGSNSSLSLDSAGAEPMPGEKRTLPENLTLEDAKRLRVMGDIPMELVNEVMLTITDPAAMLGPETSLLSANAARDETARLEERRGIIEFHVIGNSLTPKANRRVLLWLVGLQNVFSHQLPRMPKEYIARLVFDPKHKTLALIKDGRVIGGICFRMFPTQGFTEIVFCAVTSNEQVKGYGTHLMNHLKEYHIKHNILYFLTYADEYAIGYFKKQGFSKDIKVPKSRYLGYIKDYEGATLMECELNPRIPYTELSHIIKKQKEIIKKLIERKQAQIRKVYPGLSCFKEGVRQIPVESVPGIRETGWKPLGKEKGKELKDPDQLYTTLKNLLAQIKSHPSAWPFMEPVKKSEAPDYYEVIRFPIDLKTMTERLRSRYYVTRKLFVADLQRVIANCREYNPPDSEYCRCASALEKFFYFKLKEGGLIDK
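Free CoA generated was detected with ThioGlo1 (50uM) fluorescence at Ex340nm/Em540nm, read immediately and after 20 min at room temperature. Enzyme, 20 nM in HEPES pH 7.5 buffer, saw compounds 15 min before adding 75uM H3(1-25) peptide and 70uM acetyl-CoA.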
TDP1 cell CPT – growth inhibition of DT40 Tdp1-/-;hTDP1 cells with camptothecin (screen for TDP1 inhibitors); chicken DT40 Tdp1-/-;hTDP1 cells + 20 nM CPT, ATP luminescence, 48 h; hit rate 12% among 420,000; AID 686979; Potency, µM (doses to about 46.2 µM), inactives show at the top dose activity change, negative = growth inhibition, most hits filed as inhibitors; further: nearly all actives have a fitted effect of over 55% in size
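Chicken DT40 Tdp1-/- cells stably complemented with human TDP1 were seeded at 400 cells/well in medium containing 20 nM camptothecin, exposed to pin-transferred compounds, and grown at 37 °C for at least 48 hr. Viability was read as ATP luminescence.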
Starred values were filed as active, the others as inactive; ? = inconclusive; . = not tested or not shown; & = joins results of further samples; [ ] = dose if it differs, or a comment. The call rests on the fitted dose curve; in most records, active means well fitted curve in the direction sought with a large enough effect; inconclusive means small, poorly fitted or top-dose-only effect, or another doubt; inactive means no such curve, though single readings can be large; an effect the other way counts as inactive or inconclusive. On the % scale 0 is the no-effect control and ±100 the full control effect; potency means the concentration at half of the fitted maximal effect.

SMILES	FEN1 inhibitor	GCN5L2 inh	TDP1 cell CPT
Cc1cc(NC(=O)C(C)SCC(=O)Nc2nc3c(F)cc(F)cc3s2)no1 (configuration not stated)	2%	-1%	-9%
COC(=O)c1ccccc1C(=O)N1CCOCCOCCOCC1	-2%	-2%	1%
Cc1ccc2c(c1)N(CC(=O)NCCCN1CCOCC1)C(=O)c1cccnc1O2	-8%	-24%	1%
Cc1ccc(NC(=O)/C(=C\c2ccc3c(c2)OCO3)NC(=O)c2ccco2)cc1	-10%	-2%	2%
OC(COc1ccc(Br)cc1)CN1CCN(c2ccccc2)CC1 (configuration not stated)	-8%	-6%	?
Cn1c(=O)c2c(nc(Oc3cccc(O)c3)n2C)n(C)c1=O	-1%	1%	4%
O=C(C1CC1)N1N=C(C2CCCCC2)CC1(O)C(F)(F)F (configuration not stated)	-15%	-3%	14%
Fc1ccccc1/C=N/NC(=S)Nc1ccc(Cl)cc1Cl	-11%	-5%	2.3µM*
CC(C)c1ccccc1OCC(=O)N1CCCCCCC1	-1%	3%	16%
Cc1cn2c(=O)c(S(=O)(=O)Nc3ccc(F)cc3F)c(C)nc2s1	3%	-8%	-20%
Cn1cnc(S(=O)(=O)N2CCC(C(=O)Nc3ccc(C#N)cc3)CC2)c1	0%	3%	-21%
COc1ccc(C(CNC(=O)c2ccc(-c3nc4ccccc4s3)o2)N2CCCC2)cc1 (configuration not stated)	-23%	-8%	23µM*
CCN(CC)C(=O)[C@H]1C[C@H](CC(=O)NCCCN(C)C)C(=O)N2CCc3c([nH]c4cc(CCC(=O)N(C)C)ccc34)[C@]12C	-10%	-2%	-3%
COCCCNC(=O)c1ccc(Cn2c(=O)c3ccccc3n(Cc3ccccc3C)c2=O)cc1	?	1%&-1%	?
CCOc1ccc(C(=O)NCCn2cc(SCC(=O)Nc3ccccc3)c3ccccc32)cc1	-1%	-16%	?
Cc1c(NC(=O)C2CCCN2S(=O)(=O)c2ccccc2)c(=O)n(-c2ccccc2)n1C (configuration not stated)	-2%	1%	-5%
COc1ccc(C(=O)OCC(=O)NCC2CCCCC2)cc1F	1%	-1%	?
Nc1ccc(O)c([N+](=O)[O-])c1	-17%	-17%	-13%
COc1ccc(-c2nnc(N3CCC(C)CC3)c3ccccc23)cc1	6%	2%	?
Cc1ccc(C(=O)N/N=C\c2cc(Br)c(Br)o2)cn1	1%	-14%	?
CN(C)CCN(C(=O)C1=COCCO1)c1nc2ccc(F)cc2s1	-4%	.	-8%
Cc1ccc(C(NC(=O)N2CCOCC2)=C(Cl)Cl)cc1F	-2%	-3%	6.5µM*
O=S(=O)(c1ccc(N2CCN(S(=O)(=O)c3ccc4c(c3)OCCO4)CC2)nc1)N1CCCC1	-15%	-6%	-1%
Cc1ccccc1Nc1nc(CSc2nnc(-c3ccoc3C)n2C)cs1	10%	-1%	-12%
Cc1cc(C)c(NC(=O)C2CCN(c3cnccn3)CC2)c(C)c1	-1%	-5%	-7%

Rewritten comma-delimited: entries from further up
compound,FEN1 inhibitor,GCN5L2 inh,TDP1 cell CPT
COc1ccc(C(=O)OCC(=O)NCC2CCCCC2)cc1F,1%,-1%,?
Nc1ccc(O)c([N+](=O)[O-])c1,-17%,-17%,-13%
COc1ccc(-c2nnc(N3CCC(C)CC3)c3ccccc23)cc1,6%,2%,?
Cc1ccc(C(=O)N/N=C\c2cc(Br)c(Br)o2)cn1,1%,-14%,?
CN(C)CCN(C(=O)C1=COCCO1)c1nc2ccc(F)cc2s1,-4%,.,-8%
Cc1ccc(C(NC(=O)N2CCOCC2)=C(Cl)Cl)cc1F,-2%,-3%,6.5µM*

Next compounds.
SMILES	FEN1 inhibitor	GCN5L2 inh	TDP1 cell CPT
COc1cc2nc(CSc3ncn[nH]3)[nH]c(=O)c2cc1OC	8%	-2%	-14%
NC(=O)c1ccc(-n2nnnc2Oc2ccccc2)cc1	-6%	-12%	11%
CC(=O)c1ccc(NC(=O)CSc2nc(N)c3cc4c(nc3n2)CCCC4)cc1	-12%	-29%	?
C[C@@H](C(=O)NCc1c(F)cccc1Cl)N1C(=O)N2CCc3c([nH]c4ccccc34)[C@@]2(C)C1=O	-25%	-3%	18µM*
COCC(=O)N(C)[C@H]1C[C@H]2c3cc(Oc4ccccc4C)ccc3CCN2C(=O)[C@H]1[C@H](C)O	12%	.	?
O=C1[C@@H]2Cc3c([nH]c4ccccc34)C(c3ccccc3)N2C(=O)CN1C1CCN(Cc2ccccc2)CC1 (some centres not stated)	6%	-7%	16µM*
COC(=O)CCN(C(=O)c1ccc(OC(C)=O)cc1)c1ccccn1	-11%	0%	-2%
COc1ccc(C(=O)NCCNC(=O)c2ccc(C)nc2)cc1	0%	1%	5%
COc1ccc(-c2nc3cnc(OC)nc3n(-c3ccccc3)c2=O)cc1	.	-4%	25%
CC(=O)C[C@@H](O)CC(=O)[C@@H]1OC(=O)CCCCCCc2ccccc21	17%	-6%	?
CN1CCC(N(C)C(=O)COc2ccccc2-c2ccccc2)CC1	-2%	0%	-15%
COc1cc([N+](=O)[O-])ccc1NC(=O)N1CCCCCC1	-12%	-6%	?
CCCCn1c(SC(C)C(=O)NCC2CCCO2)nc2cc(C(=O)OC)ccc2c1=O (configuration not stated)	0%	1%	?
CCN(CCn1cccn1)C(=O)CC1C(=O)NCCN1Cc1ccc(F)cc1 (configuration not stated)	6%	-1%	-15%
COc1ccc(NC2CCCN(C(=O)CCN3CCCC3=O)C2)cc1 (configuration not stated)	5%	-7%	-8%
Cc1cc(C)nc(SC(C)CNS(=O)(=O)c2ccccc2)n1 (configuration not stated)	7%	-6%	4%
COc1ccccc1-c1cn[nH]c(=S)n1	2%	-16%	-20%
CCOc1ccc(NC(=O)CSc2nc3c(c(=O)n2C)SC(C)C3)cc1 (configuration not stated)	-3%	-21%	16µM*
COc1ccc(CC(=O)OCC(=O)N(C)C2CCS(=O)(=O)C2)cc1OC (configuration not stated)	8%	0%	3%
CC1CCN(C(=O)COC(=O)Cn2cnc3ccccc32)CC1	5%	1%	-22%
CCOC(=O)CC(=O)CSc1nc2ccccc2c(=O)n1CCc1ccccc1	-21%	-3%	?
Cc1nn(-c2ccccc2)c(C)c1C(=O)NCc1ccc(F)cc1	8%	-2%	-19%
CC(=O)Nc1ccc(S(=O)(=O)NC2(C(F)(F)F)NC(=O)N(c3ccccc3F)C2=O)cc1 (configuration not stated)	8%&14%	0%&-1%	-1%&-3%
COc1ccc(CNC(=O)[C@H](C)NC(=O)C2CC(=O)N(c3ccc4c(c3)OCO4)C2)cc1 (some centres not stated)	17%	-3%	-9%
O=C(OCC1CC(c2ccccc2)=NO1)c1ccc(Cl)cc1 (configuration not stated)	-5%	-5%	-13%

(cont.)
SMILES	FEN1 inhibitor	GCN5L2 inh	TDP1 cell CPT
CCOC(=O)[C@@H]1[C@H]2COc3ccccc3[C@@H]2N2C(=O)N(c3cccc(Cl)c3)C(=O)[C@]12C	-2%	-7%	?
COc1ccc(-c2nnc(SCC(=O)Nc3cccc(C(F)(F)F)c3)s2)cc1	1%	-5%	?
COc1ccccc1NCCC(=O)OCC(=O)NC1CC1	3%	31%[activator]	16%
CCOC(=O)c1noc2ncn(CC(=O)Nc3cc(Cl)ccc3OC)c(=O)c12	7%	2%	.
C/C(=N\Nc1cc(C)nc(-c2ccccc2)n1)c1cccc([N+](=O)[O-])c1	-22%	?	21µM*
O=C(CCSc1ccc(Cl)cc1)Nc1cccnc1	19%	0%	?
CCOC(=O)CN1C(=O)S/C(=C\c2ccc(-c3cccc(C(=O)O)c3C)o2)C1=O	5%	.	-1%
COC(C[C@H]1O[C@H]1[C@H](O)[C@@H](C)OCc1ccccc1)OC	41%[activator]	1%	8%
CC1CCN(C(=O)CCNC(=O)Cn2cnc3sc4c(c3c2=O)CCCC4)CC1	0%	-4%	-22%
COc1ccc(-c2nnc(SCC(=O)N3CCN(c4ccccc4)CC3)o2)cc1OC	1%	-2%	?
Cc1nc2sc(-c3ccccc3)cc2c(=O)n1N	7%	-2%	?
CCCOC(=O)c1c(NC(=O)C2c3ccccc3Oc3ccccc32)sc2c1CCC(C)C2 (configuration not stated)	2%	-3%	-10%
Oc1ccc(/C=N/NC(=S)N/N=C/c2ccc(O)cc2)cc1	?	-18%	?
CN(C)c1ccc(/C=C/c2c([N+](=O)[O-])c(=O)n(C)c(=O)n2C)cc1	-14%	-1%	2%
O=C(CS(=O)(=O)Cc1ccccc1)Nc1ccc(Br)cc1F	4%	.	-9%
Cc1ccc(-c2cc(-c3ccc(C)cc3O)[nH]n2)cc1	-18%	-12%	5%
Cn1cc(Br)c(C(=O)N2CCN(c3cccc(Cl)c3)CC2)n1	-2%	2%	-1%
CC1CCCC(C)N1C(=O)COC(=O)CNC(=O)C12CC3CC(CC(C3)C1)C2 (configuration not stated)	2%	-10%	-6%
CCc1ccc(C(=O)NC(=S)Nc2ccccc2N2CCOCC2)cc1	-15%	-28%	-29%
COc1cc(C(=O)N[C@@H](Cc2c[nH]c3ccccc23)C(=O)O)cc(OC)c1OC	2%	-4%	-3%
Nc1cc(=O)[nH]c(SCC(=O)Nc2cccc(Cl)c2Cl)n1	1%	-2%	-3%
CC(C)(C)C1CCC(OC(=O)C[N+]2(C)CCCC2)CC1 (configuration not stated)	5%	-17%	4.1µM*
CN(C(=O)CSc1nc2ccc(Br)cc2c(=O)n1Cc1ccco1)C1CCS(=O)(=O)C1 (configuration not stated)	0%	-1%	?
Cn1c(=O)c2c(nc(Br)n2Cc2ccc3ccccc3c2)n(C)c1=O	10%	-2%	21µM*
O=C(O)c1cccc2cc(-c3ccccc3)oc(=O)c12	-3%	-9%	-3%

(next part)
SMILES	FEN1 inhibitor	GCN5L2 inh	TDP1 cell CPT
CCC(C(=O)OCC(=O)Nc1c(C)n(C)n(-c2ccccc2)c1=O)c1ccccc1 (configuration not stated)	-6%	1%	-19%
CCOCCCNC(=O)Cc1ccc(OC)c(OC)c1	3%	-3%	6%
Cc1ccc(NC(=O)CN2C(=O)c3ccccc3S2(=O)=O)cc1C	1%	-4%	2%
FC(F)Sc1ccc(NC(=S)NC2CCC(NC(=S)Nc3ccc(SC(F)F)cc3)CC2)cc1 (configuration not stated)	-6%	1%	?
COc1ccc(CCC(=O)Nc2ncc(C)s2)cc1	-2%	-3%	1%
CN(CCOCCOc1ccc(F)cc1)Cc1ccccc1	15%	-9%	?
COCc1ccc(CN2CCCC(CO)(Cc3ccccc3)C2)o1 (configuration not stated)	-11%	16%	-4%
Cc1cccc(C(C)C)c1NC(=O)CN1C(=O)NC2(CCc3ccccc32)C1=O (configuration not stated)	22%	-2%	-15%
CCCCSc1nc(C)c(CC(=O)O)c(=O)[nH]1	-1%	2%	8%
COC(=O)c1cnn2c(C(F)(F)F)cc(-c3ccco3)nc12	5%	-18%	-20%
O=c1[nH]c(CO)nc2c1oc1ccccc12	-1%	-2%[0.501 µM]	9%
COc1ccc(CCNCC(=O)Nc2ccc(C(=O)N3CCCCC3)cc2)cc1	-1%	-4%	?
COc1cccc(NC(=O)CSCc2cc(=O)c3ccc(C)c(C)c3[nH]2)c1	-18%	-3%	-2%
Cc1ccc(C(=O)COC(=O)CCN2C(=O)C3C4CCC(C4)C3C2=O)cc1[N+](=O)[O-] (configuration not stated)	?	-2%	-10%
CCOC(=O)C1=C(C)Nc2ccccc2N=C1NC(=O)c1cccc(S(=O)(=O)N(C)C)c1	-1%	-2%	-26%
O=C(COC(=O)C1CCN(S(=O)(=O)c2cccs2)CC1)NCc1ccc(F)cc1	-4%	-3%	18%
O=C(N/N=C/c1ccc(N2CCOCC2)cc1)C1CC1	-5%	-8%	8%
CCN(Cc1ccncc1)C(=O)CC1C(=O)NCCN1Cc1ccc(F)c(F)c1 (configuration not stated)	7%	-11%	?
Cc1nc(N2CCN(Cc3ccc4c(c3)OCO4)CC2)[nH]c(=O)c1C	-16%	0%	-18%
Cc1[nH][nH]c(=O)c1C=NCc1ccc(Cl)cc1	-4%	-13%	-7%

Already shown: an excerpt of the list.
SMILES	FEN1 inhibitor	GCN5L2 inh	TDP1 cell CPT
O=C(COC(=O)C1CCN(S(=O)(=O)c2cccs2)CC1)NCc1ccc(F)cc1	-4%	-3%	18%
O=C(N/N=C/c1ccc(N2CCOCC2)cc1)C1CC1	-5%	-8%	8%
CCN(Cc1ccncc1)C(=O)CC1C(=O)NCCN1Cc1ccc(F)c(F)c1 (configuration not stated)	7%	-11%	?
Cc1nc(N2CCN(Cc3ccc4c(c3)OCO4)CC2)[nH]c(=O)c1C	-16%	0%	-18%
Cc1[nH][nH]c(=O)c1C=NCc1ccc(Cl)cc1	-4%	-13%	-7%

These rows are one share of the data; count on the stated rates, not on these rows.
